HKDC1 inhibitor: HKDC1 hexokinase inhibitors, primary screen, biochemical, fluorescence, uHTS; 340,000 tested, 0.16% active; recombinant HKDC1, G6PDH/diaphorase resazurin coupled fluorescence; AID 493160, 2011; Q2TB90; inhibition, % at 20 µM;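 active = inhibition above about 35% when tested at 20 µM, limit read from the data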;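 also: plate controls were DMSO wells with enzyme for no effect and DMSO wells lacking enzyme for full effect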
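test system = in-house recombinant HK5 (HKDC1) enzyme | amount = HKDC1 at 5 µg/mL | control set = DMSO-enzyme wells negative, buffer-substituted wells positive | compound = one dose of 20 µM, 1% DMSO | schedule = reaction time 90 min, room temperature, protected from light | technique = resorufin fluorescence at 613 nm | reagent = glucose with 1 mM ATP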
mIAP inh: inhibitors of mouse IAP, primary screen, biochemical, luminescence, uHTS; intestinal alkaline phosphatase [Mus musculus]; purified mouse IAP, CDP-Star luminescence, 30 min; 330,000 tested, 0.2% active; AID 2806, 2010; inhibition, % at 10 µM;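 active = inhibition of at least 40% at 10 µM in the primary screen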;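 also: plate controls were DMSO with enzyme for no effect and no enzyme wells for full effect; values of inactives mirror those of a sister screen read the other way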
PfG6PD inh: PfG6PD enzyme inhibitors, primary screen, biochemical, fluorescence intensity, uHTS; glucose-6-phosphate dehydrogenase-6-phosphogluconolactonase (Plasmodium falciparum 3D7); PfGluPho enzyme, NADPH resazurin-diaphorase fluorescence; inhibition, % at 20 µM; 350,000 tested, 0.78% active;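 active = inhibition reaching at least a set limit at 20 µM in the primary screen, cut at about 59% in these data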;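 also: 0% = DMSO wells with substrate and 100% = DMSO wells lacking glucose-6-phosphate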
hIAP block: human IAP inhibitors, primary screen, biochemical, luminescence, uHTS | Intestinal-type alkaline phosphatase (Homo sapiens), P09923 | purified IAP, CDP-Star luminescence, 30 min | inhibition, % at 10 µM | 330,000 tested, 0.12% active;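 active = inhibition reaching a set limit with compound at 10 µM in the primary screen, cut at about 35% in these data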;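 also: plate controls were DMSO wells with enzyme for no effect and no-enzyme buffer wells for full effect; values of inactives mirror those of a sister screen read the other way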
Target sequence (P09923 whole entry, looked up): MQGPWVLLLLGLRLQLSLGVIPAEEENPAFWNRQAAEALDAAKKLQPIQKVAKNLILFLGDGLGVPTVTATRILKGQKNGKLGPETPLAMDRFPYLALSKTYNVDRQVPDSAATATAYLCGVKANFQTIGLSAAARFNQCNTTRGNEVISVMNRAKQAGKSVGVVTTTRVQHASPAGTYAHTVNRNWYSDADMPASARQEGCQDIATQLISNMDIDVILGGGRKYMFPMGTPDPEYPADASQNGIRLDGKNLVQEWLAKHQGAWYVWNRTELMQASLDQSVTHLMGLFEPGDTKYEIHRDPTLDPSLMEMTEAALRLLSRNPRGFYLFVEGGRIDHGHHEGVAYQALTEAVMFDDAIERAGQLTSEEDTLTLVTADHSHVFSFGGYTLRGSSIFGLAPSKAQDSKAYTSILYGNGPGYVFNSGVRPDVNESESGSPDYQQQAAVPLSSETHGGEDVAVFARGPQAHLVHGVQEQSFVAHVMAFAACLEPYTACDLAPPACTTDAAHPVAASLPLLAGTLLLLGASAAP
A3A deaminase: APOBEC3A ssDNA deaminase inhibitors, primary screen, selectivity assay for APOBEC3G inhibitor project, biochemical, FAM/TAMRA oligo cleavage fluorescence | DNA dC->dU-editing enzyme APOBEC-3A (Homo sapiens), P31941 | recombinant A3A, FAM/TAMRA ssDNA deamination fluorescence | inhibition, % at 20 µM | 330,000 tested, 0.41% active;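 active = at least 40% inhibition at 20 µM here, with at most 30% in a related deaminase screen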;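 also: plate controls were A3A with DMSO for no effect and wells lacking A3A enzyme for full effect; some results filed as inactive read as strong as hits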
Target sequence (P31941 whole entry, looked up): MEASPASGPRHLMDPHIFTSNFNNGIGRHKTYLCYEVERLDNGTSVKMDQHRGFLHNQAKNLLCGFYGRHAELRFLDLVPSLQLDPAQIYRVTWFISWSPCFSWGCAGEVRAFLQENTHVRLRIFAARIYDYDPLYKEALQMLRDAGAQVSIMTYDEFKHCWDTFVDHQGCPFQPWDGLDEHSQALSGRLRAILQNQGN
mIAP act: activators of mouse IAP, primary screen, biochemical, luminescence, uHTS. muIAP, CDP-Star luminescence, 30 min; active compounds read high; 1 = vehicle-only enzyme signal, 0 = enzyme-free wells. activation factor at 10 µM. 330,000 tested, 0.24% active;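 active = activation factor of at least 2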; also: the source names both 10 and 20 µM as test concentration; values of inactives mirror those of a sister screen read the other way
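Assay system: mouse IAP enzyme; reagent: chemiluminescent substrate CDP-Star; dosing: test compounds delivered from DMSO solution; schedule: 30 min at room temperature; measured by: luminescence from enzymatic CDP-Star hydrolysis; controls: DMSO-only wells and no-enzyme negative control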
ATG4B inh: ATG4B protease inhibitors, primary screen, biochemical, fluorescence, uHTS; Cysteine protease ATG4B (Homo sapiens), Q9Y4P1; ATG4B cleavage of LC3-PLA2, NBD-HPC fluorescence, 1 h; inhibition, % at 8.33 µM; 340,000 tested, 0.51% active; in the data active = inhibition above about 40%
hIAP act: human IAP activators, primary screen, biochemical, luminescence, uHTS; Intestinal-type alkaline phosphatase (Homo sapiens), P09923; 330,000 tested, 0.16% active; purified human IAP, CDP-Star luminescence, 30 min; active compounds read high; 1 = vehicle-only enzyme, 0 = enzyme-free background; activation factor at 10 µM; AID 2524, 2010;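 active = activation factor of the enzyme at least 2-fold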; also: the source names both 10 and 20 µM as test concentration; values of inactives mirror those of a sister screen read the other way
An asterisk follows results filed as active.

Cc1[nH]ccc(=O)c1Oc1ncc(C(F)(F)F)cc1Cl was read as HKDC1 inhibitor -14, mIAP inh 0, PfG6PD inh 0, hIAP block 1, A3A deaminase 2, mIAP act 1, ATG4B inh -6 and hIAP act 0.99.
`C=CCNC(=S)N1CCC(C(=O)c2ccc3c(c2)OCCO3)CC1` gave HKDC1 inhibitor -1, mIAP inh 2, PfG6PD inh -19, hIAP block -15, A3A deaminase -6, mIAP act 0.97, ATG4B inh 8 and hIAP act 1.2.
Screening CCc1cccc(NC(=O)c2sc3nc4n(c(=O)c3c2C)CCC4)c1 returned HKDC1 inhibitor -2, mIAP inh 9, PfG6PD inh 2, hIAP block -38, A3A deaminase 1, mIAP act 0.91, ATG4B inh -2 and hIAP act 1.4.
Cn1c(SCC(=O)NC2CCCC2)nnc1-c1cccs1 was read as HKDC1 inhibitor 1, mIAP inh 1, PfG6PD inh -25, hIAP block 10, A3A deaminase 0, mIAP act 0.99, ATG4B inh 4 and hIAP act 0.9.
`COC(=O)c1ccc(-c2ncc(-c3cccc4ccccc34)o2)cc1` gave HKDC1 inhibitor -2, mIAP inh -5, PfG6PD inh 13, hIAP block -4, A3A deaminase -4, mIAP act 1, ATG4B inh -5 and hIAP act 1.
C/C(=N\NC(=O)C(N)=O)c1ccc2c(c1)OCCO2 was read as HKDC1 inhibitor 3, mIAP inh 16, PfG6PD inh 1, hIAP block -4, A3A deaminase -1, mIAP act 0.84, ATG4B inh -4 and hIAP act 1.
`CCOc1ccc(-n2c(N)c(C(=O)N3CCN(C)CC3)sc2=S)cc1` gave HKDC1 inhibitor -4, mIAP inh 2, PfG6PD inh 1, hIAP block 6, A3A deaminase -3, mIAP act 0.98, ATG4B inh -18 and hIAP act 0.94.
Screening O=C(CCc1cnccn1)NC1CCCc2c1cnn2-c1ccc(F)cc1F (stereo not given) returned HKDC1 inhibitor -10, mIAP inh 2, PfG6PD inh -4, hIAP block 1, A3A deaminase -1, mIAP act 0.98, ATG4B inh -14 and hIAP act 0.99.
Screening CCOC(=O)c1sc(N=NC2=C(O)CC(C)(C)CC2=O)c(C(=O)OCC)c1C returned HKDC1 inhibitor -3, mIAP inh -297, PfG6PD inh -19, hIAP block -25, A3A deaminase 0, mIAP act 4*, ATG4B inh 8 and hIAP act 1.2.
For COc1cccc(CNC(=S)NC2CCCC2)c1 the results were HKDC1 inhibitor -14, mIAP inh 26, PfG6PD inh 0, hIAP block -2, A3A deaminase -1, mIAP act 0.74, ATG4B inh 30 and hIAP act 1.
O=C(COC(=O)c1cccnc1)Nc1cccc(Cl)c1 was read as HKDC1 inhibitor 0, mIAP inh -11, PfG6PD inh 0, hIAP block -12, A3A deaminase 0, mIAP act 1.1, ATG4B inh -6 and hIAP act 1.1.
`CC(Oc1ccc(F)cc1)c1nnc(SCC(=O)N(c2ccccc2)C2CCS(=O)(=O)C2)o1` (stereo not given) gave HKDC1 inhibitor -3, mIAP inh -2, PfG6PD inh 0, hIAP block 6, A3A deaminase 1, mIAP act 1, ATG4B inh -10 and hIAP act 0.94.
Cc1oc(-c2ccc3c(c2)OCCO3)cc1C(=O)NCC(=O)O was read as HKDC1 inhibitor -6, mIAP inh 3, PfG6PD inh -5, hIAP block 5, A3A deaminase 8, mIAP act 0.97, ATG4B inh 4 and hIAP act 0.95.
Screening O=CN(/C=C1\Sc2ccccc2C1=O)Cc1ccccc1 returned HKDC1 inhibitor 11, mIAP inh 6, PfG6PD inh 18, hIAP block 2, A3A deaminase 1, mIAP act 0.94, ATG4B inh 37 and hIAP act 0.98.
For Cc1cccc([C@@H]2[C@@H]3C(=O)N(Cc4ccccc4)C(=O)[C@@H]3[C@]3(Cc4ccc(Cl)cc4)C(=O)N(c4ccccc4)C(=O)N23)c1 the results were HKDC1 inhibitor -2, mIAP inh 5, PfG6PD inh 9, hIAP block -3, A3A deaminase -1, mIAP act 0.95, ATG4B inh 0 and hIAP act 1.
OCCCNc1ncnc2sc(-c3ccccc3)cc12 was read as HKDC1 inhibitor -2, mIAP inh -5, PfG6PD inh -4, hIAP block 2, A3A deaminase 0, mIAP act 1.1, ATG4B inh -6 and hIAP act 0.98.
For O=C(CCN1C(=O)[C@@H]2Cc3ccccc3CN2C1=O)N[C@H](Cc1ccccc1)C(=O)O the results were HKDC1 inhibitor -2, mIAP inh 11, PfG6PD inh -4, hIAP block 3, A3A deaminase -4, mIAP act 0.89, ATG4B inh -5 and hIAP act 0.97.
CCOC(=O)c1cc2ccccc2n1CC(=O)c1ccccc1 was read as HKDC1 inhibitor -5, mIAP inh 4, PfG6PD inh -2, hIAP block -5, A3A deaminase 2, mIAP act 0.96, ATG4B inh -4 and hIAP act 1.1.
For N=c1n(CC(=O)c2cccc([N+](=O)[O-])c2)c2ccccc2n1Cc1ccccc1 the results were HKDC1 inhibitor 8, mIAP inh 15, PfG6PD inh 20, hIAP block 17, A3A deaminase 0, mIAP act 0.85, ATG4B inh -2 and hIAP act 0.83.
For Cc1ccc(N=C/C(C(=O)C(F)(F)F)=C(\O)c2cccs2)cc1 the results were HKDC1 inhibitor 5, mIAP inh 9, PfG6PD inh 9, hIAP block -30, A3A deaminase -1, mIAP act 0.91, ATG4B inh -6 and hIAP act 1.3.
For CN1C(=O)C(=O)/C(=C(/O)c2ccc(Br)cc2)C1c1ccccc1F (stereo not given) the results were HKDC1 inhibitor -1, mIAP inh 2, PfG6PD inh -22, hIAP block -5, A3A deaminase 2, mIAP act 0.98, ATG4B inh -2 and hIAP act 1.1.
`CCOC(=O)CNC(=O)CSc1nnc(-c2ccccc2OC)n1CC` gave HKDC1 inhibitor -7, mIAP inh 0, PfG6PD inh -1, hIAP block 21, A3A deaminase -5, mIAP act 1, ATG4B inh -1 and hIAP act 0.79.
O=C1NC2(CCCCCC2)C(=O)N1Cc1ccc([N+](=O)[O-])cc1 was read as HKDC1 inhibitor -4, mIAP inh -2, PfG6PD inh -8, hIAP block -5, A3A deaminase -2, mIAP act 1, ATG4B inh 12 and hIAP act 1.
COc1ccc(C2NC(c3ccc(OC)cc3)C(C)C(=O)C2C)cc1 (stereo not given) was read as HKDC1 inhibitor -2, mIAP inh -2, PfG6PD inh -4, hIAP block 14, A3A deaminase -2, mIAP act 1, ATG4B inh 0 and hIAP act 0.86.
`Cc1c(C(=O)O)cccc1-c1ccc(/C=N/n2cnnc2)o1` gave HKDC1 inhibitor -5, mIAP inh -10, PfG6PD inh 5, hIAP block 12, A3A deaminase 34, mIAP act 1.1, ATG4B inh -7 and hIAP act 0.88.
For Cc1oc2cc3oc(=O)c(CC(=O)NCCC(=O)O)c(C)c3cc2c1C the results were HKDC1 inhibitor 3, mIAP inh 11, PfG6PD inh -5, hIAP block 11, A3A deaminase 1, mIAP act 0.89, ATG4B inh 6 and hIAP act 0.89.
`Cc1nc(C)c(-c2csc(NCc3ccccc3)n2)s1` gave HKDC1 inhibitor -1, mIAP inh -4, PfG6PD inh 10, hIAP block 12, A3A deaminase -2, mIAP act 1, ATG4B inh -14 and hIAP act 0.88.
`N#C/C(=C\c1ccc(Sc2ccccc2)o1)c1nc2ccccc2[nH]1` gave HKDC1 inhibitor 6, mIAP inh 10, PfG6PD inh 6, hIAP block 12, A3A deaminase 0, mIAP act 0.9, ATG4B inh 11 and hIAP act 0.88.
Screening Cc1cc(-c2ccccc2)nc(N/N=C/c2cccnc2)n1 returned HKDC1 inhibitor 14, mIAP inh -10, PfG6PD inh 2, hIAP block 0, A3A deaminase -2, mIAP act 1.1, ATG4B inh -5 and hIAP act 1.
`Cc1ccc(N(C(=O)CNC(=O)c2ccco2)C(C(=O)NC2CCCC2)c2cccnc2)cc1F` (stereo not given) gave HKDC1 inhibitor -7, mIAP inh 3, PfG6PD inh 10, hIAP block 7, A3A deaminase 0, mIAP act 0.97, ATG4B inh 6 and hIAP act 0.93.
Screening Cc1ccc(/C(O)=C2/C(=O)C(=O)N(CCCn3ccnc3)C2c2ccccn2)cc1 (stereo not given) returned mIAP inh 2, hIAP block -12, A3A deaminase 3, mIAP act 0.98 and hIAP act 1.1.
For CCCC(C(=O)NCc1ccco1)N(C(=O)CNS(=O)(=O)c1ccccc1)c1ccc(OC)cc1 (stereo not given) the results were HKDC1 inhibitor -6, mIAP inh -6, PfG6PD inh 12, hIAP block -9, A3A deaminase -3, mIAP act 1.1, ATG4B inh -15 and hIAP act 1.1.
`CCn1nnc2cc(C(=O)NCC(c3ccccc3OC)N(C)C)ccc21` (stereo not given) gave HKDC1 inhibitor 0, mIAP inh 0, PfG6PD inh 3, hIAP block -7, A3A deaminase 4, mIAP act 1, ATG4B inh -3 and hIAP act 1.1.
For CCC(Oc1ccc(C)cc1)C(=O)Nc1ccccc1C(=O)N1CCOCC1 (stereo not given) the results were HKDC1 inhibitor -1, mIAP inh 11, PfG6PD inh 6, hIAP block -20, A3A deaminase 0, mIAP act 0.89, ATG4B inh 4 and hIAP act 1.2.
COCCn1c(C)cc(/C=C2\NC(=S)N(C)C2=O)c1C was read as HKDC1 inhibitor -7, mIAP inh 5, PfG6PD inh 11, hIAP block 7, A3A deaminase -2, mIAP act 0.95, ATG4B inh -17 and hIAP act 0.93.
CCN(C(=O)c1ccc(C(C)(C)C)cc1)c1nnc(Cn2nnc3ccccc32)s1 was read as HKDC1 inhibitor 2, mIAP inh 0, PfG6PD inh 21, hIAP block -2, A3A deaminase 6, mIAP act 1, ATG4B inh -12 and hIAP act 1.

High-throughput results from PubChem.
